CCT modulator = High-Throughput Screening for Modulators of Cytosolic Chaperonin Activity. purified chaperonin ATPase assay, HTRF ADP detection, 30 min. 360,000 tested, 0.3% active. activity change, % (no concentration beside the values), hits read low; in the data active means activity change below about -30%; further: on the % scale 0 is the no-effect control and ±100 the full control effect
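Nucleotide hydrolysis assay: TRiC at 20–40 nM final (set by batch activity) with 10 uM ATP, 30 min at 37 °C, in presence of 76 uM compound. Detection by competitive ADP HTRF, 30 min ambient.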
Nrf2 ARE act = qHTS of Nrf2 Activators. AREc32 ARE-luciferase reporter (MCF7-derived line), luminescence, 24 h. Potency, µM (highest dose often 46.1 µM), for inactives: top-dose activation, most hits filed as activators. 410,000 tested, 0.31% active. AID 624171, 2012; further: potency means the concentration at half of the fitted maximal effect; % of control where 0% means no effect; nearly all actives have a fitted effect of over 65% in size
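Reporter line AREc32 (ARE-Fluc), seeded overnight in OPTI-MEM with 5% FBS; compound pin-transferred, 24 hr at 37 deg C, 5% CO2; luminescent read-out.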
S2 tox = Viability Counterscreen for Primary qHTS for Inhibitors of ATXN expression; S2 cells (HEK-293 line with an ATXN2-luciferase reporter) viability, CellTiter-Fluor protease fluorescence, 24 h; Potency, µM (titrated, usually from 56.7 µM), most hits filed as cytotoxic; 400,000 tested, 0.49% active; AID 651635, 2014; further: potency means the concentration at half of the fitted maximal effect; nearly all actives have a fitted effect of over 40% in size
TGFb SMAD3 inh = qHTS for Inhibitors of TGF-b | AID 588855, 2011 | HepG2 CAGA-GFP TGF-b/SMAD3 reporter, GFP fluorescence, 18 h; TGF-beta stimulated, 500 pg/mL final | Potency, µM (titrated, usually from 46.1 µM), for inactives: at the top dose activity, negative = inhibition, usual class: inhibitors | 410,000 tested, 1.2% active; further: potency means the concentration at half of the fitted maximal effect; on the % scale 0 is the no-effect control and ±100 the full control effect; nearly all actives have a fitted effect of over 65% in size
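TGF-beta reporter screen: HEPG2 CAGA-GFP, 1% FBS, 500 pg/mL TGF-beta final, 18 h; per-cell GFP summed per well; curves fitted and categorized by class.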
HepG2 viability = qHTS for Inhibitors of TGF-b: Cytotox Counterscreen; Potency, µM (titrated, usually from 46.1 µM), for the others: at the top dose activity change, negative = cytotoxicity, most hits filed as cytotoxic; HepG2 CAGA-GFP viability, ATP luminescence, 18 h; 410,000 tested, 0.76% active; further: potency means the concentration at half of the fitted maximal effect; some results filed as inactive show a strong effect at the top dose
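HepG2 CAGA-GFP cells (1000/well, DMEM with 1% FBS) received compound, then TGF-beta at 500 pg/mL final, and were incubated 18 hours at 37 degrees C. Viability was read by CellTiter-Glo luminescence. Media-only wells were set as complete cell-killing and DMSO as no toxicity.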
Mm-Cpn inhibitor = Inhibitors of TCP-1 ring complex (TRiC) of Methanococcus maripaludis (MmCpn): qHTS; Chaperonin Mm-Cpn (Methanococcus maripaludis); purified Mm-Cpn ATPase, ADP Transcreener TR-FRET; Potency, µM (series often up to 76.9 µM), for inactives: at the top dose activity, negative = inhibition, most hits filed as inhibitors; 330,000 tested, 0.031% active; further: potency means the concentration at half of the fitted maximal effect; on the % scale 0 is the no-effect control and ±100 the full control effect; nearly all actives have a fitted effect of over 80% in size
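Inhibition of chaperonin ATP hydrolysis is measured as reduced ADP production, detected by competitive TR-FRET in which signal falls with ADP. Final enzyme 25 nM and ATP 10 uM, reacted 30 min at 37°C.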
A549 tox = Nrf2 qHTS screen for inhibitors: counterscreen for cytotoxicity. A549 ARE-Fluc cells, CellTiter-Fluor viability, 18-24 h. Potency, µM (doses to about 46 µM), for the others: at the top dose activity change, negative = cytotoxicity, usual class: inhibitors. 390,000 tested, 0.16% active. AID 504648, 2011; further: potency means the concentration at half of the fitted maximal effect; on the % scale 0 is the no-effect control and ±100 the full control effect
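A549 ARE-Fluc cells in 5% FBS OPTI-MEM, 5000 cells/well, rested 2 h then exposed to compounds in concentration-response for 18-24 h at 37 °C. Viability by CellTiter-Fluor fluorescence (Ex 405/Em 525) after 30 min; luciferase luminescence (BugLite, 15 min, RT) read afterwards.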
Nrf2 inh = Nrf2 qHTS screen for inhibitors; A549 ARE-Fluc reporter, luciferase luminescence, 18-24 h; Potency, µM (doses to about 46 µM), for inactives: at the top dose activity change, negative = inhibition, most hits filed as inhibitors; 360,000 tested, 2.1% active; AID 504444, 2011; further: potency means the concentration at half of the fitted maximal effect; on the % scale 0 is the no-effect control and ±100 the full control effect; nearly all actives have a fitted effect of over 60% in size
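Concentration-response testing used A549 ARE_Fluc cells at 5000 cells/well. Following an 18-24 h compound incubation, viability was read by fluorescence (Ex 405/Em 525) and luciferase output by luminescence.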
Akt phos inh = HTS Assay for Inhibitors of Akt Phophorylation: Primary Screen; 360,000 tested, 0.32% active; AID 651550, 2012; activity change, % for hits at 50 µM; Neuro2A IGF-stimulated pAkt S473 HTRF, 20 min; stronger effect = lower value; in the data active means activity change below about -80%; inconclusive means mostly about -51% to -80%; further: on the % scale 0 is the no-effect control and ±100 the full control effect
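Neuro2A cells in DMEM with 0.5% FBS, overnight at 37 deg C, given compound at single 50 µM final, then IGF (6 nM final) for 20 min at 37 deg C. Lysed; phospho-Akt Ser473 by HTRF after 24 h, 665/615 ratio.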
Starred values were filed as active, the others as inactive; i = inactive; ? = inconclusive; nt = no result given; & = joins results of further samples; [ ] = dose if it differs, or a comment. Unless noted, the call rests on the fitted dose curve; in most records, active means well fitted curve in the direction sought with a large enough effect; inconclusive means small, poorly fitted or top-dose-only effect, or another doubt; inactive means no such curve, though single readings can be large; an effect the other way counts as inactive or inconclusive.

SMILES	CCT modulator	Nrf2 ARE act	S2 tox	TGFb SMAD3 inh	HepG2 viability	Mm-Cpn inhibitor	A549 tox	Nrf2 inh	Akt phos inh
COc1cc(CCC(=O)OCC(=O)Nc2ccc(Br)cc2F)cc(OC)c1OC	2.5	-0.8%	i	14%	-21%	0%	1%	?	i
CC(C)Oc1cccc(C(=O)C2CCCN(S(=O)(=O)C(C)C)C2)c1 (stereo unspecified)	-9.4	-0.5%	i	?	1%	-13%	-1%	2%	i
O=C(c1cccc(Cl)c1)c1nn(-c2ccccc2)c(=O)cc1C(F)(F)F	-5.1	-1.4%	?	-9%	9%	-6%	7%	?	i
COc1cccc2cc(C(=O)C3=C(O)C(=O)N(Cc4ccco4)C3c3cccnc3)oc12 (stereo unspecified)	1.6	-0.4%	i	-3%	-24%	-27%	-11%	-4%	i
CCOC(=O)Cc1nnc(NC(=O)COc2ccc(F)cc2)s1	-0.2	-0.3%	i	-15%	-15%	-1%	-9%	-2%	i
CCn1c(-c2ccc([N+](=O)[O-])cc2)n[nH]c1=S	-4.7	-0.5%	i	-16%	-23%	1%	1%	?	i
COC(=O)c1cc2sccc2n1CC(=O)Nc1cc(OC)cc(OC)c1	-0.2	2.8%	i	-26%	-41%	-9%	0%	4%	i
CCOC(=O)CCSc1nc(C)c2cc(C)c(C)cc2n1	-0.5	0.4%	i	?	19%	1%	-1%	22%	i
CCCCNC(=O)c1cc2c(=O)n3cccc(C)c3nc2n(Cc2ccccc2)c1=N	-1.2	-0.1%	nt	-22%	-1%	1%	25%	3%	i
CCOc1ccc(S(=O)(=O)N(C)CC(=O)NCc2ccco2)cc1	0.1	4.4%	i	-2%	3%	1%	-4%	0%	i
O=C(CCn1c(=S)[nH]c2cc3c(cc2c1=O)OCO3)NCc1ccccc1Cl	0.1	-0.1%	i	7%	6%	0%	5%	5%	i
CCOC(=O)NCCc1c(C)nc2c(c(C)nn2C(C)(C)C)c1C	-0.6	2.6%	i	0%	-45%	-1%	1%	-17%	i
COC(=O)c1ccccc1NC(=O)c1ccc(-c2nc(CSc3ccc(C)cc3)c(C)o2)cc1	nt	-0.9%	i	-14%	-19%	nt	0%	?	nt
Cc1onc(-c2ccccc2)c1NC(=O)N(CCC(=O)O)Cc1ccccc1	0.9	-0.4%	?	4%	0%	1%	-1%	-12%	i
COC(=O)C1=C(C)N(Cc2ccccc2)C(=S)N[C@H]1c1ccc(Br)cc1	1.0	-1.0%	?	13µM*	-1%	-16%&-22%	8%	?	i
Cc1ccc(S(=O)(=O)C(C#N)c2nc3ccccc3nc2OCCO)cc1 (stereo unspecified)	0.5	-0.1%	i	-11%	-3%	1%	-4%	-18%	i
CN(C)S(=O)(=O)c1cccc(NC(=O)CN2C(=O)NC(CCc3ccccc3)C2=O)c1 (stereo unspecified)	1.2	2.7%	i	4%	-11%	0%	0%	-8%	i
COc1ccccc1N1CCN(C2=CC(=O)CCC2)CC1	-9.3	-0.6%	i	8%	1%	0%	-3%[1.84 µM]	7%	i
N/C(=N\N=C\c1cccs1)SC1CC(=O)N(c2cccc([N+](=O)[O-])c2)C1=O (stereo unspecified)	-2.2	0.3%	i	-4%	-27%	1%	-2%	5%	i
O=C(Nc1ccc(C(=O)N2CCCCC2)cc1)Nc1cccc(Cl)c1	-2.5	2.3%	?	-5%	-30%	3%	?	-25%	i

Reprinted at random: 4 entries already listed.
SMILES	CCT modulator	Nrf2 ARE act	S2 tox	TGFb SMAD3 inh	HepG2 viability	Mm-Cpn inhibitor	A549 tox	Nrf2 inh	Akt phos inh
COc1cc(CCC(=O)OCC(=O)Nc2ccc(Br)cc2F)cc(OC)c1OC	2.5	-0.8%	i	14%	-21%	0%	1%	?	i
O=C(c1cccc(Cl)c1)c1nn(-c2ccccc2)c(=O)cc1C(F)(F)F	-5.1	-1.4%	?	-9%	9%	-6%	7%	?	i
COC(=O)C1=C(C)N(Cc2ccccc2)C(=S)N[C@H]1c1ccc(Br)cc1	1.0	-1.0%	?	13µM*	-1%	-16%&-22%	8%	?	i
CC(C)Oc1cccc(C(=O)C2CCCN(S(=O)(=O)C(C)C)C2)c1 (stereo unspecified)	-9.4	-0.5%	i	?	1%	-13%	-1%	2%	i

Later entries
SMILES	CCT modulator	Nrf2 ARE act	S2 tox	TGFb SMAD3 inh	HepG2 viability	Mm-Cpn inhibitor	A549 tox	Nrf2 inh	Akt phos inh
COc1ccc(NCCc2ccccn2)cc1	-2.3	1.0%	i	7%	-1%	1%	2%	?	i
CCOc1ccccc1NS(=O)(=O)c1ccc(OC)c(OC)c1	-3.5	0.2%	i	20%	-18%	1%	-17%	-6%	i
CC(=O)c1cccc(NS(=O)(=O)c2ccc(-c3cnc(C4CC4)o3)cc2)c1	-1.4	-0.6%	?	-30%	-14%	-2%	-23%	?	nt
CCN(C(=O)CCN1C(=O)S/C(=C\c2ccccc2)C1=O)C1CCS(=O)(=O)C1 (stereo unspecified)	-1.0	1.9%	i	7%	-7%	2%	1%	5%	i
Cc1ccc(C)n1CCN1CCN(C(=O)c2ccc(Cl)cc2)CC1	-3.7	4.2%	i	16%	-15%	-1%	13%	?	i
Cc1ccc(C)n1-c1ccc(C(=O)NCc2ccncc2)cc1	-0.4	13%	?	1%	-3%	-3%	-8%	-9%	i
Cn1nnc2cc(NC(=O)Nc3cccc(C(F)(F)F)c3)ccc21	-1.7	0.2%	i	6%	13%	-3%	0%	1%	i
C[C@@H](NC(=O)[C@@H]1Cc2ccccc2CN1)C(=O)NC1CCCCC1	-3.2	-0.5%	i	-11%	-4%	0%	-12%	-9%	i
COc1ccc(NC(=S)N2C3CCC2CC(NC(=O)NC24CC5CC(CC(C5)C2)C4)C3)c(OC)c1 (stereo unspecified)	1.6	2.6%	i	-30%	-1%	0%	4%	-2%	i
Cc1c(O)nc(SCC(=O)Nc2ccc(Cl)cc2Cl)n(-c2ccc(F)cc2)c1=O	nt	4.3%	nt	-9%	2%	nt	0%	4%	nt
Cc1ccc2ncccc2c1N	-3.8	-0.9%	i	10%	12%	2%	3%	-1%	i
COc1cc(NC(=O)COC(=O)c2nc3nc(C)cc(C)n3n2)cc(OC)c1	-1.2	0.3%	i	2%	-10%	1%	2%	-1%	i
COc1ccc(NC(=O)CCc2nc3cccnc3n2-c2ccccc2)cc1Cl	nt	6.5%	i	-6%	-59%	nt	0%	?	nt
Cc1ccc(-n2c(-c3ccncc3)n[nH]c2=S)cc1C	-2.2	3.6%	i	-1%	-9%	2%	2%	-4%	i
CC(C)(C)OC(=O)N1CCC(c2c(C(=O)NCCN3CCOCC3)cnn2-c2ccc(F)cc2F)CC1	nt	-0.6%	nt	-41%	5%	nt	0%	?	nt
O=C(Nc1cccc([N+](=O)[O-])c1)C1CC(=O)N(Cc2ccccc2)C1 (stereo unspecified)	-0.9	18%	i	0%	1%	1%	3%	10%	i
CC(C)c1cc(CN2CCN(CCC#N)CC2)cc(C(C)C)c1O	1.5	4.5%	i	-7%	-22%	-1%	2%	16%	i
CS(=O)(=O)Nc1ccc(C(=O)N2CCCC2)cc1	2.1	-0.3%	i	1%	7%	1%	4%	-12%	i
Cc1ccnn1CCSCC(=O)O	-1.5	0.4%	i	9%	-1%	1%	3%	7%	i
CN(CC1CCOCC1)C(=O)c1ccc2nc(Cc3cccc(Cl)c3)oc2c1	-2.8	2.4%	i	-23%	-57%	-1%	-2%	?	i
CCC(=O)N1CCc2cc(S(=O)(=O)NC(C(=O)NCCc3ccc(Cl)cc3)C(C)C)ccc21 (stereo unspecified)	nt	4.3%	i	1%	-2%	nt	7%	?	nt
O=C(NC(=S)N(CCO)Cc1ccccc1)c1cc(Br)ccc1Cl	-1.9	1.8%	i	?	-23%	-3%	7%	-27%	i
CCN(CC)C(=O)N1c2ccccc2Sc2ccccc21	0.4	-0.1%	i	-1%	-20%	2%	1%	-16%	i
CCN(CC)CCCN(Cc1cc2cc3c(cc2[nH]c1=O)OCO3)C(=S)NCCCOC	-2.9	1.5%	i	9%	-24%	-2%	4%	-3%	i
Cc1cc(C(C#N)c2ccccc2F)n2ncnc2n1 (stereo unspecified)	2.1	-0.4%	i	?	9%	0%	-18%	?	i
CC(C)NS(=O)(=O)c1ccc(CCC(=O)Nc2cc(Cl)ccc2Oc2ccccc2)cc1	3.0	1.5%	?	-32%	7%	2%	-12%	nt	i
O=C(Nc1ccccc1)c1cccc(N2C(=O)C3C4C=CC(C4)C3C2=O)c1 (stereo unspecified)	0.2	0.5%	?	-10%	30%	1%	-3%	-16%	i
Cc1cccc(N=C2NC(=O)c3cc([N+](=O)[O-])ccc32)c1	-0.2	0.8%	i	-13%	5%	-1%	1%	-2%	i
C=CCn1c(C)cc(C(=O)CSc2nnc(NCc3ccccc3)s2)c1C	0.0	-0.7%	i	?	-9%	-2%	-15%	17%	i
COc1cccc(C(C)NC(=O)Nc2cccc(C(F)(F)F)c2)c1 (stereo unspecified)	0.2	0.0%	i	?	-35%	2%	-4%	?	i
CCOC(=O)C1CCN(C(=O)COC(=O)c2ccc(Br)o2)CC1	1.4	0.1%	i	2%	10%	2%	-1%	29%	i
COc1cc2cc(CN(Cc3ccc4c(c3)OCO4)C(=O)c3ccco3)c(=O)[nH]c2cc1OC	0.9	-0.3%	i	-29%	3%	nt	-7%	-13%	i
COC(=O)c1ccc([C@H](NC(=O)c2ccco2)[C@]2(C)C[C@H]2C2CCCCC2)cc1	-1.6	5.5%	i	?	-33%	nt	12%	10%	i
Cn1c(SCC(=O)NC2CC2)nnc1-c1ccc(Cl)cc1	1.6	0.3%	i	3%	-3%	2%	14%	1%	i
